# procasp3 activ: activators of human procaspase-3. activation, % at 8.5 µM. P42574. recombinant procaspase-3 D3A, Ac-DEVD-pNA absorbance 405 nm. 330,000 compounds, 0.11% hits;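 active = activation above the mean of all tested compounds plus 3 SD, cut at about 21% in these data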;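 note: 0% = DMSO alone and 100% = DMSO wells spiked with extra 5 µM PC-3 D3A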
# Target sequence (P42574 whole entry D9A/D28A/D175A): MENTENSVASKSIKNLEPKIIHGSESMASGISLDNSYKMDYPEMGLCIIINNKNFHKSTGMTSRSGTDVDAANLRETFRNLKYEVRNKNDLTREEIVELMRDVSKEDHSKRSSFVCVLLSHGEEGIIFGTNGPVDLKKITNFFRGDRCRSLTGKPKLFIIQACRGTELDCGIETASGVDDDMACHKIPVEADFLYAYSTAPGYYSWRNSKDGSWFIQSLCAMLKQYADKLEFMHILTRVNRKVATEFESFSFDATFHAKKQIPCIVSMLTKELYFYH
#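 Assay system: Procaspase-3 D3A mutant, all three cleavage aspartates alanine. Buffer or medium: Zinc-free HEPES saline buffer with Triton X-100. Times: 1 h compound preincubation, 2 h substrate hydrolysis at 25 °C. Measured by: 405 nm absorbance of p-nitroaniline, reads at 0 and 120 min. Read-out basis: percent activation relative to control range. Replicates: singlicate.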
# RPL19A TOR yeast: alters RPL19A-GFP fluorescence in TOR pathway yeast screen | S. cerevisiae RPL19A-GFP strain, flow cytometry, 3 h; active compounds read low | percent response vs DMSO, % at 10 µM | 330,000 compounds, 0.3% hits | AID 2025;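 active = percent response vs DMSO below 50%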;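 note: median channel GFP fluorescence of the barcoded RPL19A-GFP strain; ratio of sample median GFP to plate DMSO average so 100% = DMSO; lower means less RPL19A-GFP as with rapamycin TOR inhibition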
# procasp7 counter: counter-screen: procaspase-7 (human) activation. P55210. AID 463210. recombinant procaspase-7, Ac-DEVD-pNA absorbance 405 nm; D23A/D198A/D206A triple mutant, cannot self-cleave; scale: DMSO 0, 5 µM enzyme 100. activation, % at 8.5 µM. 330,000 compounds, 0.093% hits;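 active = percent activation above the screen-wide mean plus 3 SD, cut at about 25% in these data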
# Target sequence (P55210 whole entry D23A/D198A/D206A): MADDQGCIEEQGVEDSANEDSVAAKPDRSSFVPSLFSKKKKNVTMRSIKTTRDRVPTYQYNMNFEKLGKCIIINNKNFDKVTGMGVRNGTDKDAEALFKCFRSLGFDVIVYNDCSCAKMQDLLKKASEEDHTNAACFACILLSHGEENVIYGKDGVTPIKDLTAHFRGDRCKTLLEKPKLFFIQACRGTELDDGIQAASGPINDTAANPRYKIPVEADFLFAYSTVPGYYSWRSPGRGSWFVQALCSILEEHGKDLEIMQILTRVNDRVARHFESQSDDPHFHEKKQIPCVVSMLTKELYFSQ
#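 System: Uncleavable procaspase-7 mutant enzyme; Amount: 2 µM procaspase-7 mutant as dispensed; Schedule: 1 h compound preincubation, 2 h substrate cleavage, 25 °C; Measured by: 405 nm absorbance of p-nitroaniline; Evaluation: percent activation from buffer-corrected 0–120 min absorbance change; Control set: low DMSO alone, high DMSO plus 5 µM PC-7.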
# CIT2-GFP yeast: yeast TOR pathway CIT2-GFP modulation; S. cerevisiae CIT2-GFP strain, flow cytometry, 3 h; 100 means same as DMSO wells; GFP response vs DMSO, % at 10 µM; 320,000 compounds, 0.065% hits;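 active = GFP response relative to DMSO above a set limit, near the screen mean plus 3 SD, cut at about 150% in these data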;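 note: ratio of well median GFP fluorescence to mean of DMSO wells on the plate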
# LAP4-GFP MLPCN: yeast TOR pathway LAP4-GFP modulation; S. cerevisiae LAP4-GFP multiplex, flow cytometry GFP, 3 h; median GFP as percent of DMSO wells; 320,000 compounds, 0.34% hits; GFP response vs DMSO, % at 10 µM;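 active = GFP response vs DMSO above a set limit, about the screen mean plus 3 SD, cut at about 150% in these data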
# AHR act: human AHR activation; activation, % at 5 µM; P35869; 320,000 compounds, 2.5% hits; AID 2796; AHR-responsive luciferase reporter cells, luminescence; in the data active = activation above about 47%;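 note: 0% = vehicle wells and 100% = reference agonist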
# MEP2-GFP yeast: yeast TOR pathway MEP2-GFP modulation. S. cerevisiae MEP2-GFP strain, flow cytometry GFP, 3 h; 100% = DMSO control level. GFP response vs DMSO, % at 10 µM. 330,000 compounds, 0.51% hits;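 active = GFP response versus DMSO above a set limit, roughly screen mean plus 3 SD, cut at about 180% in these data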;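 note: median GFP fluorescence of the barcode-gated MEP2-GFP cells per well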
# AGP1 TOR yeast: yeast TOR pathway AGP1-GFP modulation; S. cerevisiae AGP1-GFP multiplex flow cytometry, 3 h; GFP as percent of DMSO wells; GFP response vs DMSO, % at 10 µM; 320,000 compounds, 0.02% hits; AID 2066;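 active = GFP response relative to DMSO above a set limit, near screen average plus 3 SD, cut at about 150% in these data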;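 note: median GFP channel fluorescence of the gated AGP1 strain per well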
# * hit, by the source's call; . = not tested or not shown. Outcome played no part in choosing rows; about 3.5% have a hit in one of these screens.
# The line under a structure holds: MEP2-GFP yeast	CIT2-GFP yeast	procasp3 activ	AHR act	RPL19A TOR yeast	LAP4-GFP MLPCN	procasp7 counter	AGP1 TOR yeast
- CN(C(=O)COC(=O)CNC(=O)c1cccs1)c1c(N)n(Cc2ccccc2)c(=O)[nH]c1=O
  96.2	96.4	2.2	0.7	92.7	93.2	2.0	92.3
- O=C(c1ccc(F)cc1)c1ccc(N2CCCCC2)cc1
  115.3	95.2	0.1	5.9	104.1	110.8	-11.8	90.2
- COc1ccc(OC)c2[nH]c(=O)c(CCNC(=O)c3ccc(Br)o3)cc12
  89.3	62.0	6.6	-3.9	99.8	91.3	3.4	71.9
- COC(=O)c1ccc(C(=O)OC)c(NC(=O)CCS(=O)(=O)Cc2ccccc2)c1
  105.0	98.8	-1.5	5.1	103.2	98.3	0.6	100.4
- COc1ccc(N=Cc2c[nH][nH]c2=O)cc1
  102.6	102.1	-6.9	5.8	104.5	106.6	9.1	108.0
- Cc1nnc(N2CCCC(C(=O)Nc3cc(F)ccc3F)C2)c2nn(-c3ccccc3)c(C)c12 (configuration not stated)
  103.2	106.7	3.3	9.4	105.2	100.3	10.2	106.3
- Cc1ccc(NC(=O)COC(=O)CSC(=S)N2CCOCC2)cc1
  94.8	90.5	7.0	3.1	97.0	108.8	12.0	98.3
- CCOC(=O)C1(CCc2ccccc2)CCN(C(=O)C2CCCO2)CC1 (configuration not stated)
  96.3	91.7	-2.9	-1.2	93.8	99.2	-6.4	96.6
- OC(COc1ccc2ccccc2c1Br)Cn1ccnc1 (configuration not stated)
  105.5	107.6	2.7	70.0*	93.5	100.4	6.0	102.2
- Cc1sc2nc(COC(=O)C(NC(=O)c3ccc(Cl)cc3Cl)C(C)C)[nH]c(=O)c2c1C (configuration not stated)
  89.9	88.9	-8.4	1.6	93.9	90.0	0.7	88.9
- Cc1ccc(NC(=O)N(CCC(=O)O)Cc2ccccc2)cc1
  95.2	92.8	1.0	-1.4	92.6	107.7	-1.2	102.6
- COC(=O)c1cc(C(=O)OC)cc(-n2c(C)cc(C=O)c2C)c1
  91.9	95.1	-0.5	-1.1	96.5	108.5	6.5	104.2
- CC1CCN(CCNC(=O)C2CCN(S(=O)(=O)c3cccc4nsnc34)CC2)CC1
  96.5	94.7	9.4	3.0	93.4	98.4	5.9	99.1
- N#C/C(=C(O)\C=C\c1ccccc1)c1nc2ccccc2[nH]1
  94.0	98.6	3.5	20.4	89.7	108.6	1.4	100.1
- O=C(CN1C(=O)S/C(=C/c2cccs2)C1=O)N1CCOCC1
  108.2	115.5	3.1	0.2	103.6	103.8	0.4	109.8
- COc1ccc(C(=O)CCC(=O)N2CCN(c3cccc(Cl)c3)CC2)cc1
  104.7	97.0	6.3	-0.6	97.8	105.0	13.0	94.6
- COC(=O)c1ccccc1NC(=O)CSc1nc2c(c(=O)[nH]1)CCC2
  101.3	100.6	8.6	3.5	100.0	97.4	3.6	101.1
- CN(Cc1ccccc1)C1(CNC(=O)CCC(F)(F)F)Cc2ccccc2C1
  108.5	102.8	0.0	0.9	104.3	96.9	3.6	103.4
- OC(COc1ccc(OCc2ccccc2)cc1)CN1CCOCC1 (configuration not stated)
  107.4	99.7	-1.1	2.3	104.8	104.7	0.8	111.4
- COc1ccccc1NC(=O)CCN1C(=O)c2ccccc2S1(=O)=O
  93.2	86.2	-0.4	6.7	91.5	86.5	0.2	88.9
- COC(=O)C1=C(C)N(C)C(=O)/C1=C\c1cccs1
  96.5	92.7	3.0	8.2	96.5	106.3	8.3	88.4
- O=C(CSc1nc2c(cnn2-c2ccccc2)c(=O)[nH]1)NCC1CCCO1 (configuration not stated)
  103.1	93.9	0.6	0.0	97.6	96.4	13.6	98.6
- Oc1c(C(c2ccccc2Cl)N2CCCC2)ccc2cccnc12 (configuration not stated)
  116.3	95.6	1.3	1.3	92.1	131.0	9.2	90.2
- CCOc1c(CNCCCSc2nc(C)cc(C)n2)cccc1OC
  169.2	139.4	8.0	0.5	83.0	146.2	-9.2	114.5
- CN1CCN(C(=O)c2ccc3c(Cl)c4c(nc3c2)CCCC4)CC1
  101.3	98.8	-1.6	14.0	99.9	96.3	0.9	99.0
- O=C(CCSCc1ccccc1Cl)N1CCN(c2ccccn2)CC1
  102.4	101.0	4.7	19.1	102.2	107.2	7.2	101.8
- C/C=C/c1ccc(OCCCCOc2c(OC)cccc2OC)c(OC)c1
  94.6	95.7	-6.5	-0.8	100.7	87.1	6.6	93.7
- CCOC(=O)CC(=O)CSc1[nH]c(=O)cc(C)c1C#N
  107.5	102.2	-1.0	6.1	100.7	96.9	4.5	104.4
- CCOC(=O)N1CCC(N2Cc3cccc(C(=O)O)c3C2=O)CC1
  108.0	101.8	12.7	-2.0	101.4	118.6	0.9	101.2
- O=C(COc1ccc(Cl)cc1)Nc1ccc2oc(-c3ccncc3)nc2c1
  96.9	93.1	3.1	-0.5	95.9	104.6	-0.1	97.3
- CC(Oc1ccc(Cl)cc1Cl)C(=O)Nc1cccnc1 (configuration not stated)
  98.3	88.1	1.6	-2.8	95.2	87.7	12.7	90.8
- Cc1ccc(NC(=O)CNC(=O)Cc2cccc3ccccc23)nc1
  106.3	101.8	-5.5	21.5	99.5	100.1	4.5	104.6
- CCOC(=O)N1CCN(S(=O)(=O)c2ccc(C(=O)Nc3ccc(F)cc3F)cc2)CC1
  108.5	108.7	0.8	4.1	102.4	109.5	-17.6	108.2
- C=C(C)COc1ccc(-c2ncnc(C(F)(F)F)c2-c2ccccc2)c(O)c1
  112.7	104.5	4.4	12.7	106.8	95.7	1.5	99.2
- CNC(=S)N(CCO)Cc1cc2cc3c(cc2[nH]c1=O)OCCO3
  91.4	94.4	-27.0	15.0	92.3	89.5	-31.0	94.5
- CCC(C)[C@H](NC(=O)NCc1ccccc1)C(=O)O (some centres not stated)
  106.3	102.6	5.5	-3.0	104.6	102.3	-0.7	104.8
- COc1ccc(/C=C2\SC(=O)N(CC(=O)Nc3ccc(F)cc3)C2=O)cc1O
  109.9	99.6	-18.0	4.4	102.9	91.8	-109.7	93.3
- Cc1ccc(S(=O)(=O)N2CCN(C(=O)Cn3nc(C)c([N+](=O)[O-])c3C)CC2)c(C)c1
  100.7	102.5	6.3	0.1	102.3	77.0	-2.6	83.1
- Cc1cc(C)nc(/N=C(\N)Nc2ccc(F)c([N+](=O)[O-])c2)n1
  111.3	97.7	11.3	34.2	102.5	105.7	-2.3	105.7
- O=[N+]([O-])c1ccc(-c2c[nH]c(=S)[nH]2)cc1
  101.2	101.3	-9.9	2.1	97.6	96.9	-10.8	103.1
- Cc1ccc(C(=O)OCC(=O)Nc2sc3c(c2C#N)CCCC3)cc1NC(=O)c1ccco1
  101.6	95.4	6.1	8.6	103.5	99.7	-0.2	104.7
- COc1ccc(NC(=O)CCC(=O)OCC(=O)c2ccc(Oc3ccc([N+](=O)[O-])cc3)cc2)cc1
  102.7	101.8	-5.2	10.0	104.2	94.4	-8.2	95.5
- Cc1nn(-c2ccc(Cl)cc2)c2[nH]c(CCl)cc(=O)c12
  113.0	96.9	-5.1	15.7	101.2	91.1	-3.4	90.0
- O=S(Cc1cc(Sc2ccccc2)nc(-c2ccccc2)n1)c1ccccc1 (configuration not stated)
  105.0	92.5	-4.8	15.2	97.3	113.1	-4.1	98.0
- Cc1cccc(Nc2nnc(SC/C(O)=C(\C#N)c3nc4ccccc4[nH]3)s2)c1
  102.9	93.8	-5.9	35.7	98.0	100.9	-4.7	107.5
- CCOc1ccccc1C(=O)Nc1nnc(SCC(=O)Nc2cc(C)on2)s1
  96.7	110.0	7.0	2.6	99.1	98.7	6.4	110.2
- O=C(Nc1nc(-c2nc3ccccc3s2)cs1)c1ccc(S(=O)(=O)N2CCOCC2)cc1
  103.1	99.4	0.7	-3.0	102.1	104.5	-4.0	105.2
- CC(C)C[C@H](NC(=O)N1c2ccccc2NC(=O)[C@@H]1C(C)C)C(=O)N[C@@H](Cc1ccccc1)C(=O)O
  111.6	112.4	2.2	-0.1	103.9	103.4	3.8	109.3
- O=C(NC1CCCCC1)c1ccc(NS(=O)(=O)c2cccc3cccnc23)cc1
  109.5	89.9	1.0	2.5	104.2	105.1	12.8	107.1
- COc1cccc2cc(C(=O)OC3CCN(C)CC3)c(=O)oc12
  104.3	104.5	3.5	0.7	99.7	97.3	2.2	101.3
- NC(=O)CSc1ccc(Br)cc1
  96.5	.	5.0	2.4	101.4	90.4	5.0	102.5
- CCOc1ccc(NC(=O)CN(C)C(=O)c2c(-c3ccccc3)noc2C)cc1OCC
  103.4	91.3	5.7	4.3	96.8	100.8	1.8	106.8
- CCC(Cc1ccccc1)NC(=O)C1CCC(CNc2c(N3CCCC3)c(=O)c2=O)CC1 (configuration not stated)
  95.8	90.0	-1.0	-0.7	97.5	98.8	-0.6	102.0
- NC(=O)CC(NC(=O)c1ccc(Br)cc1)c1ccc(N2CCN(c3ccc(F)cc3)CC2)c([N+](=O)[O-])c1 (configuration not stated)
  85.5	84.8	-5.7	2.8	95.3	114.2	-4.4	77.8
- O=C(COC(=O)Cc1ccc(Br)cc1)NCc1cccs1
  107.9	109.5	4.6	-0.7	99.9	97.3	10.0	102.4
- COc1ccc(-n2nc(C(=O)NCC(=O)N3CCN(Cc4ccccc4)CC3)c3ccccc3c2=O)c(OC)c1
  93.2	87.0	3.2	7.6	93.6	96.9	2.8	94.8
- Cc1ccccc1Nc1nc(N)nc(CN2CCN(Cc3ccc4c(c3)OCO4)CC2)n1
  102.9	94.5	-1.6	1.5	93.6	97.1	1.9	96.6
- O=S(=O)(c1ccccc1)N1CCN=C1SCc1ccc(Cl)cc1
  97.7	100.5	9.8	6.2	108.8	101.6	3.6	104.4
- CN(C)c1cccc2c1c(NC(=O)Nc1ccc(Cl)cc1Cl)nn2C
  97.9	102.6	-2.0	20.1	94.5	107.1	-0.9	108.2
- COc1ccc(NC(=O)C/C(C)=N/NC(=O)c2cccs2)c([N+](=O)[O-])c1
  100.3	105.3	-4.4	21.0	101.6	91.7	-9.7	103.2

# Sorted by molecular weight (lowest first): part of the list above.
# The line under a structure holds: MEP2-GFP yeast	CIT2-GFP yeast	procasp3 activ	AHR act	RPL19A TOR yeast	LAP4-GFP MLPCN	procasp7 counter	AGP1 TOR yeast
- NC(=O)CSc1ccc(Br)cc1
  96.5	.	5.0	2.4	101.4	90.4	5.0	102.5
- CCC(Cc1ccccc1)NC(=O)C1CCC(CNc2c(N3CCCC3)c(=O)c2=O)CC1 (configuration not stated)
  95.8	90.0	-1.0	-0.7	97.5	98.8	-0.6	102.0
- NC(=O)CC(NC(=O)c1ccc(Br)cc1)c1ccc(N2CCN(c3ccc(F)cc3)CC2)c([N+](=O)[O-])c1 (configuration not stated)
  85.5	84.8	-5.7	2.8	95.3	114.2	-4.4	77.8

# Continued.
# The line under a structure holds: MEP2-GFP yeast	CIT2-GFP yeast	procasp3 activ	AHR act	RPL19A TOR yeast	LAP4-GFP MLPCN	procasp7 counter	AGP1 TOR yeast
- CC(C)CNC(=O)CN(c1cccc(Cl)c1)S(C)(=O)=O
  98.9	93.4	9.5	-0.1	92.0	98.7	1.2	.
- N#Cc1sc(NCc2ccccc2)nc1Cl
  102.4	88.5	7.8	-1.9	99.7	94.8	3.1	90.0
- COC(=O)c1cccc(NC(=O)c2cccc([N+](=O)[O-])c2)c1
  107.1	97.1	6.4	6.8	104.7	93.4	4.5	93.4
- O=C(c1ccc2c(=O)n3c(nc2c1)CCCCC3)N1CCN(c2ccccc2F)CC1
  97.3	119.6	-7.0	0.9	98.4	97.8	-0.8	102.5
